Screening data (PubChem BioAssay)
Tb PYK inh: blocks Trypanosoma brucei pyruvate kinase; Potency, µM (titrated, usually from 76.8 µM), without a hit: at the highest dose activity, negative = inhibition, actives largely listed as inhibitors; TbPYK enzyme, Kinase-Glo Plus ATP luminescence, 45 min; 410,000 tested, 0.12% active; further: nearly all actives have a fitted effect of over 50% in size
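Activity of T. brucei pyruvate kinase was followed by Kinase-Glo Plus luminescence after the enzyme reacted 45 min at room temperature with 130 uM ADP (final) and substrate. Test compounds were added before ADP at multiple concentrations.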
LmPK inh: LmPK (Leishmania mexicana) enzyme inhibition; purified LmPK, Kinase-Glo ATP luminescence, 1 h; Potency, µM (highest dose often 57.5 µM), for the others: top-dose activity change, negative = inhibition, most hits filed as inhibitors; 290,000 tested, 0.37% active
Target sequence (Q27686 whole entry, looked up): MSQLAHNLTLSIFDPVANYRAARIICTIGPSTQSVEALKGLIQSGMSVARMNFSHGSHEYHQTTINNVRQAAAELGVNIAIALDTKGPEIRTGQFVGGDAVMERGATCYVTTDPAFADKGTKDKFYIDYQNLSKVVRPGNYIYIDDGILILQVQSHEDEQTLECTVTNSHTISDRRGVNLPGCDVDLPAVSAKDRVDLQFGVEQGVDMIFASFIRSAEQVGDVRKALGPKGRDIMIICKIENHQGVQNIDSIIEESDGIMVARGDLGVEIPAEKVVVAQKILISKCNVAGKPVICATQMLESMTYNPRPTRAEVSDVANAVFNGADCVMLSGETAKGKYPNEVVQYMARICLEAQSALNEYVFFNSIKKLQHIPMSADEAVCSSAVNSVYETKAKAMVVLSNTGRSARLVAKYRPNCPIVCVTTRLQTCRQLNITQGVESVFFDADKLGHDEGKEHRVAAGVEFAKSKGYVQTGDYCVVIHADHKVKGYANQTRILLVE
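Purified LmPK (0.1 nM) with 0.5 mM PEP and 0.1 mM ADP in imidazole buffer pH 7.2 with MgCl2/KCl, 1 h at room temperature. ATP formed was read by luciferase luminescence and normalized to no-enzyme and uninhibited controls.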
HCV inh: blocks hepatitis C virus. 340,000 tested, 3.4% active. Huh7.5.1 HCVcc-Cre infection, luciferase reporter, 44 h. AID 651820. Potency, µM (doses to about 41.8 µM), inactives show top-dose activity change, negative = inhibition, actives largely listed as inhibitors
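Infectious HCV cell culture screen: compound-treated cells (1,000/well, pre-plated 4 h) are infected with HCVcc-Cre at roughly 0.5 moi and grown 44 h. Infection is quantified by luciferase signal after 15 min substrate incubation at room temperature.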
Sm TGR block: S. mansoni TGR enzyme inhibition | 360,000 tested, 3% active | purified TGR, DTNB reduction, TNB absorbance 405 nm | AID 485364 | Q962Y6 | Potency, µM (doses to about 114 µM), without a hit: at the highest dose activity change, negative = inhibition, most hits filed as inhibitors; further: nearly all actives have a fitted effect of over 60% in size
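First, TGR (20 nM dispensed) and NADPH were mixed with compound. Second, a 15 min room-temperature incubation followed. Third, further NADPH and then DTNB were added to start the reaction. Finally, TNB absorbance was monitored kinetically.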
Pf growth 96h: inhibits malaria parasite growth, 96 h | 320,000 tested, 6.9% active | AID 504834 | P. falciparum luciferase reporter growth, 96 h | Potency, µM (highest dose often 28.7 µM), inactives show top-dose activity change, negative = inhibition, usual class: inhibitors
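Compounds incubated with erythrocytes infected by luciferase-expressing P. falciparum (2% hematocrit, 0.05% parasitemia final) for 96 hours, 37 C in 5% CO2. Growth inhibition scored as decreased luciferase luminescence.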
Pf growth 48h: P. falciparum growth inhibition at 48 hours (one generation). Potency, µM (highest dose often 28.7 µM), inactives show at the highest dose activity change, negative = inhibition, hits mostly inhibitors. 310,000 tested, 5.9% active. P. falciparum luciferase growth in erythrocytes, 48 h
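Read-out is firefly luciferase luminescence from an integrated reporter in P. falciparum, so falling signal marks reduced parasite growth. Infected erythrocytes were at 2% hematocrit and 0.1% parasitemia (final) in Albumax-supplemented RPMI 1640.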
Starred values were filed as active, the others as inactive; ? = inconclusive; · = no result given; & = joins results of further samples; [ ] = remark or other dose. The call rests on the fitted dose curve; in most records, active means well fitted curve in the direction sought with a large enough effect; inconclusive means small, poorly fitted or top-dose-only effect, or another doubt; inactive means no such curve, though single readings can be large; an effect the other way counts as inactive or inconclusive. On the % scale 0 is the no-effect control and ±100 the full control effect; potency means the concentration at half of the fitted maximal effect.

Values run as follows: Tb PYK inh	LmPK inh	Sm TGR block	Pf growth 96h	HCV inh	Pf growth 48h
O=C(CC1C(=O)NCCN1C/C=C/c1ccccc1)NCCc1cccnc1 (configuration not stated)
    -2%	4%	4%	0%	-4%	11%
CCO[C@H]1OC(C(=O)N2CCOCC2)=C[C@@H](c2ccccc2)[C@@H]1CCCO
    -1%	2%	11%	-5%	21%	-3%
C=CCNC(=O)COC(=O)c1c2c(nc3ccccc13)CCC2
    6%	6%	6%	?	-15%	?
Cc1[nH]n(-c2ccccc2)c(=O)c1N=Nc1ccccc1O
    0%	6%	-2%	28%	4.5µM*	?
COC(=O)c1cccc(NC(=O)Cn2nnc3ccccc32)c1
    3%	-2%	6%	?	-1%	40%[activator]
CC(C)N1C(=S)SC(C)(C)C1NO (configuration not stated)
    -3%	-8%	-7%	·	6%	11%
CCOC(=O)c1c(-c2ccc(C)cc2C)csc1NC(=O)CSc1nnnn1C
    7%	-1%	8%[11.4 µM]	9%	?	·
CCCC(=O)Nc1nnc(/C=C/c2ccc(OC)cc2)s1
    1%	-3%	0%	-9%	-14%	-3%
O=C(CSc1nnc(Cc2ccccc2)o1)N1CCCC1
    3%	15%	-3%	-1%	18%	13%
CC(O)CCc1ccc(O)cc1 (configuration not stated)
    -8%	10%	2%	4%	-8%	3%
CCOC(=O)N1CCC(NC(=O)c2cnn3cccnc23)CC1
    -3%	-12%	-4%	·	8%	5%
CC(C(=O)O)n1c2ccccc2c2cnn(C)c(=O)c21 (configuration not stated)
    12%	2%	-6%	126%[activator]	6%	1%
CC(C)CC(NC(N)=O)C(=O)Nc1cccc([N+](=O)[O-])c1 (configuration not stated)
    0%	1%	2%	13%	0%	8%
Cc1ccccc1NC(=O)Cc1nc(COC(=O)Cc2ccccc2)cs1
    3%	·	6%	?	6%	?
COc1ccc(/C=N/N(C)c2cc(=O)n(C)c(=O)[nH]2)cc1OC
    -2%	-4%	·	9%	-18%	-18%
CCCCN(C(=O)c1cccc(-n2cnnn2)c1)c1c(N)n(CC(C)C)c(=O)[nH]c1=O
    -4%	·	-14%	-14%	-3%	?
COc1ccc(CCNC(=O)C(=O)NCC2CCCN2S(=O)(=O)c2ccccc2)cc1OC (configuration not stated)
    -2%	·	-1%	?	?	?
CC(=O)N1CCN(Cc2nc3cc(NC(=O)c4cccc(Br)c4)ccc3n2C)CC1
    3%	4%	-3%	6%	18µM*	24%
CC(C)CC(NC(=O)C1CCC(C)CC1)C(=O)Nc1ccc2c(c1)OCCO2 (configuration not stated)
    -3%	10%	5%	-5%	-2%	·
CN(C(=O)CC1C(=O)NCCN1CC1CCCCC1)C1CCOCC1 (configuration not stated)
    1%	3%	?	8%	5%	-6%

(cont.)
Values run as follows: Tb PYK inh	LmPK inh	Sm TGR block	Pf growth 96h	HCV inh	Pf growth 48h
COc1cccc(NC(=O)Nc2cccs2)c1
    -16%	2%	?	3%	-17%	?
COc1ccc(CCCc2nnc(SCC(=O)Nc3cccc(C)c3)o2)cc1
    1%&-5%	6%	2%&10%	16%	-1%	·
CCC(=O)NC(=S)Nc1ccc(NC(=O)c2ccc([N+](=O)[O-])cc2Cl)cc1
    36%[activator]	-2%	-24%	8%	-25%	-17%
CC(NCCOCCOc1ccccc1)c1ccccc1 (configuration not stated)
    1%	-3%	-12%	33%[activator]	12%	4%
Cc1ccc(NC(=S)c2ccccc2)cc1
    5%	2%	5%	0%	4%	113%[activator]
O=C1CC(SC(=Nc2ccccc2)Nc2ccccc2)C(=O)N1c1cccc(Cl)c1 (configuration not stated)
    -2%	-2%	-22%	?	?	?
COc1ccc(-c2nc(CS(=O)CC(=O)NCc3ccc4c(c3)OCO4)c(C)o2)cc1 (configuration not stated)
    -2%	-6%	-28%	4.7µM*	8%	·
CCn1c(O)c(C(c2ccccn2)c2c(O)n(CC)c(=S)[nH]c2=O)c(=O)[nH]c1=S
    -23%	-6%	-21%	8%	17%	-9%
CCc1ccc(-c2cc(C)no2)cc1S(=O)(=O)N1CCN(c2ccccn2)CC1
    5%	10%	12%	?	?	?
CN(CCc1ccccn1)C1CC(=O)N(c2ccc(Cl)cc2)C1=O (configuration not stated)
    1%	-2%	10µM*	?	14%	·
Cc1cc(C)nc(SCc2ccc(C(=O)N/N=C3\CC(C)CC(C)(C)C3)cc2)n1 (configuration not stated)
    1%	3%	-9%	?	?	0%
CCOc1ccccc1CN1C(=O)NC2(CCCCCC2)C1=O
    0%	0%	-2%	20%	-11%	6%
Oc1ccc(/C=N/n2c(COc3ccccc3)n[nH]c2=S)cc1O
    ?	1%	-11%	?	?	?
CC(C)(C)c1ccc(OCCC(=O)OCC(=O)NC(=O)NC2CCCC2)cc1
    -6%	·	?	-10%	9%	?
COc1cc(Cc2ccc(N)c(OC)c2)ccc1N
    6%	0%	-7%	63%[activator]	9%	11%
O=C(Nc1ccccc1)c1nc[nH]c1C(=O)NCc1ccccc1
    3%	·	-10%	?	-13%	0%
N#Cc1ccc(CSc2nnc(Nc3ccccc3)s2)cc1
    -1%	-2%	7%[11.4 µM]	0%	?	·
CCOc1ccccc1CNc1nc2nc3c(c(=O)n2[nH]1)CCC3
    -10%	-6%	?	·	-7%	-11%
O=C(Oc1ccc([N+](=O)[O-])cc1)c1ccc(Cl)c(S(=O)(=O)N2CCCCC2)c1
    ·	2%	-9%	-10%	6%	6%
Cc1cccc(N2CCN(Cc3cc(=O)n4ccsc4n3)CC2)c1C
    0%	-6%	12%	47%[activator]	12%	?

(listing goes on)
Values run as follows: Tb PYK inh	LmPK inh	Sm TGR block	Pf growth 96h	HCV inh	Pf growth 48h
Cc1ccc(SCC(=O)n2nc(C)cc2C)cc1
    -2%	-7%	2%	78%[activator]	5%	12%
COc1ccc(NS(=O)(=O)c2ccc3c(c2)NC(=O)CC(=O)N3)cc1OC
    4%	2%	-15%	14%	3%	2%
COc1ccc(C(=O)Nc2cc(OC)cc3cccnc23)cc1
    -1%	6%	-6%	27%	?	35%[activator]
COc1cccc2sc(Nc3nc(-c4ccncc4)cs3)nc12
    -17%	5%	-13%	-29%	?	?
CCCC(=O)Nc1ccc(Cl)c(NC(=O)c2ccc([N+](=O)[O-])cc2Cl)c1
    18%	-1%	-3%	?	?	25%
CC(=O)c1ccc(S(=O)(=O)NC2CC(=O)N(c3cccc(F)c3)C2)cc1 (configuration not stated)
    -4%	·	-6%	1%	4%[8.37 µM]	7%
COc1ccc(NC(=S)N(CCN(C)C)Cc2cccs2)cc1
    2%	4%	3%	?	10%	8%
Cc1cc(=O)[nH]c(SCC(=O)Nc2ccccc2[N+](=O)[O-])n1
    -2%	3%	14%	44%[activator]	3%	45%
O=C(O)c1ccc(CNCc2cccc(OCc3ccc(F)cc3)c2)cc1
    3%	-6%	2%	19%	15%	17%
Cc1ccc(S(=O)(=O)N2CCN(C(=O)N(C)C)CC2)cc1C
    6%	-14%	-19%	·	?	-8%
Cc1sc(NC(=O)c2ccco2)c(C(Nc2ccccn2)c2ccccc2)c1C (configuration not stated)
    -12%	0%	-10%	?	14µM*	?
Cc1ccc(N(CN2CCCC2=O)C(=O)c2ccc(OC(C)C)cc2)cc1
    -4%	2%	-11%	23%	-3%	-13%
OCCC1CN(Cc2cccc(OC3CCCC3)c2)CCN1Cc1ccsc1 (configuration not stated)
    0%	3%	9%	?	?	?
CC(C)(C)N1C(=O)[C@H]2[C@@H](c3ccc(Br)cc3)N3C(=O)N(c4cccc(Br)c4)C(=O)[C@@]3(Cc3ccccc3)[C@H]2C1=O
    1%	0%	-6%	?	-10%	?
CCC1C/C(=C\c2cccnc2)C(=O)/C(=C/c2cccnc2)C1 (configuration not stated)
    8%	4%	?	21%	?	7.4µM*
CC(=O)c1cnn(-c2c(Cl)cc(Cl)cc2Cl)c1C
    -1%	0%	21%	?	-28%	-23%
O=C(Nc1ccon1)c1sc2cc(F)ccc2c1Cl
    0%	-2%	-24%	-8%	4%	158%[activator]
CC(=O)N1c2ccc(S(=O)(=O)N3CCCC(C(=O)Nc4cccc(F)c4)C3)cc2CC1C (configuration not stated)
    4%	3%	-2%	12µM*	11µM*	?
O=c1cc(NCc2ccccc2)nc2ccccn12
    0%	-2%	8%	20%	-11%	167%[activator]
Cc1ccc(S(=O)(=O)CC2CSc3nc(N)cc(=O)n32)cc1 (configuration not stated)
    7%	3%	-7%	?	9%	-17%

The listing continues.
Values run as follows: Tb PYK inh	LmPK inh	Sm TGR block	Pf growth 96h	HCV inh	Pf growth 48h
Cc1ccc2c(c1)N(C(=O)CCC(=O)NCc1cccnc1)CCO2
    3%	-1%	11%	5%	1%	9%
CN(CC(=O)Nc1ccc(Cl)c(C(F)(F)F)c1)C(=O)Cc1ccsc1
    11%	·	9%	0%	?	?
NC(=O)NC(=O)CSc1nc(C2CCCCC2)n(-c2ccccc2)n1
    -18%	-4%	-13%	35%[activator]	-17%	16%
COC(=O)c1sccc1NC(=O)c1c(-c2ccccc2)noc1C
    1%	-1%	-6%	3%	-28%	23%
N#C/C(=C\c1c[nH]c2ccc(Br)cc12)c1ccccn1
    -1%	1%	5%	9.3µM*	11µM*	?
Cc1ccc(C)n1-c1ccc(-c2nnco2)cc1
    ·	-3%	?	12µM*	·	-6%
CCC1CCCCN1CCCNC(=O)c1ccc2c(c1)N(Cc1ccc(F)cc1)C(=O)c1ccccc1S2=O (configuration not stated)
    4%	3%	-12%	?	?	?
CCN(CC)CCNC(=O)c1ccc(Cl)c(S(=O)(=O)Nc2ccccc2OC)c1
    0%	-3%	-28%	1%	17%	?
CCn1c(CC(=O)Nc2ccc(F)cc2)nnc1SCC(=O)N1CCOCC1
    -4%	-4%	-2%	10%	12%	19%
CC1CCCC(C)N1C(=O)COc1ccc(C(=O)Nc2ccccc2N2CCOCC2)cc1 (configuration not stated)
    -15%	6%	-9%	?	?	?
CCOC(=O)CNc1cccc(C(F)(F)F)c1
    -9%	11%	-1%	70%[activator]	22%	21%
Cn1c(=O)c(=O)n(C)c2cc(S(=O)(=O)N3CCCCC3)ccc21
    -2%	-1%	0%	?	21%	14%
COc1ccc(O)c(C(=O)c2cnc3c(c2)c(=O)[nH]c(=O)n3C)c1
    2%	1%	-18%	?	?	11%
Cc1c(C)c2cc(Cl)c(O)c(CN(C)C)c2oc1=O
    1%	-5%	-12%	?	17%	13%
O=c1oc2c3c4c(cc2c2c1CCC2)OCCN4CCC3
    -7%	-3%	-15%	·	?	-4%
CSc1ccccc1-c1nc(-c2ccncc2)no1
    -11%	-9%	-11%	-26%	-58%	·
O=S(=O)(c1ccc2ccccc2c1)N1CCN(Cc2ccccn2)CC1
    0%	-4%	·	3%	7%	50%[activator]
O=C(COC(=O)C1(c2ccccc2)CC1)NNC(=O)c1ccccc1
    1%	·	-9%	-4%	8%	0%

Single records (already shown). Order of values: Tb PYK inh	LmPK inh	Sm TGR block	Pf growth 96h	HCV inh	Pf growth 48h
Shown for O=c1oc2c3c4c(cc2c2c1CCC2)OCCN4CCC3 → -7%	-3%	-15%	·	?	-4%
Shown for CN(CCc1ccccn1)C1CC(=O)N(c2ccc(Cl)cc2)C1=O (configuration not stated) → 1%	-2%	10µM*	?	14%	·
Shown for Cc1c(C)c2cc(Cl)c(O)c(CN(C)C)c2oc1=O → 1%	-5%	-12%	?	17%	13%
Shown for CC(C)CC(NC(=O)C1CCC(C)CC1)C(=O)Nc1ccc2c(c1)OCCO2 (configuration not stated) → -3%	10%	5%	-5%	-2%	·
Shown for O=C(COC(=O)C1(c2ccccc2)CC1)NNC(=O)c1ccccc1 → 1%	·	-9%	-4%	8%	0%
